TEAD-YAP inh – TEAD-YAP interaction inhibition; HEK-TIYL cells, TEAD-Gal4/YAP UAS-luciferase luminescence; inhibition, % at 9.12 µM; 1.4% of 640,000 active; AID 1259422; in the data active = inhibition above about 32%;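 also: 0% = median of test compound wells and 100% = reference inhibitor wells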
FBW7 activator – human FBW7 E3 ligase activation, primary screen | 0.13% of 650,000 active | Q969H0 | normalized activity (activation), % at 26.1 µM | AlphaScreen FBW7–phospho-cyclin E peptide binding, activator screen; in the data active = normalized activity above about 1.9%;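 also: purified mutant Fbw7 with reduced substrate affinity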
GPR151 ag – activators of human GPR151 | PathHunter beta-arrestin GPR151 cells, luminescence | activation, % at 11.2 µM | 1% of 650,000 active; in the data active = activation above about 4.9%;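 also: 0% = median of compound wells and 100% = cells with positive control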
Target sequence (Q8TDV0 whole entry, looked up): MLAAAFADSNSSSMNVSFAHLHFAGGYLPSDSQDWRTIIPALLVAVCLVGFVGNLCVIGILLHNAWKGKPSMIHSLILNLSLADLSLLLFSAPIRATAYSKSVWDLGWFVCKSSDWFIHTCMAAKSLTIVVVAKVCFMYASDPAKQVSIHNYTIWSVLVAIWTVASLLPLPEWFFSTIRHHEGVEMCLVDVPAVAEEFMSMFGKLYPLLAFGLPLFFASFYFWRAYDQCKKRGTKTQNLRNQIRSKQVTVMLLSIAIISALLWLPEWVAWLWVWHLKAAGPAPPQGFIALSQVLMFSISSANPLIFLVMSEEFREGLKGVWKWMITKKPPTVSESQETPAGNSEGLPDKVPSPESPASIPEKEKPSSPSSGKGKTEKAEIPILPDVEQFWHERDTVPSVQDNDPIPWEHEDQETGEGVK
MITF primary – blocks human microphthalmia-associated transcription factor; O75030; AlphaScreen MITF homodimerization, bead proximity signal; inhibition, % at 2.6 µM; 0.91% of 650,000 active; AID 1259374; in the data active = inhibition above about 50%;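 also: 0% = vehicle wells with protein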
Target sequence (O75030 whole entry, looked up): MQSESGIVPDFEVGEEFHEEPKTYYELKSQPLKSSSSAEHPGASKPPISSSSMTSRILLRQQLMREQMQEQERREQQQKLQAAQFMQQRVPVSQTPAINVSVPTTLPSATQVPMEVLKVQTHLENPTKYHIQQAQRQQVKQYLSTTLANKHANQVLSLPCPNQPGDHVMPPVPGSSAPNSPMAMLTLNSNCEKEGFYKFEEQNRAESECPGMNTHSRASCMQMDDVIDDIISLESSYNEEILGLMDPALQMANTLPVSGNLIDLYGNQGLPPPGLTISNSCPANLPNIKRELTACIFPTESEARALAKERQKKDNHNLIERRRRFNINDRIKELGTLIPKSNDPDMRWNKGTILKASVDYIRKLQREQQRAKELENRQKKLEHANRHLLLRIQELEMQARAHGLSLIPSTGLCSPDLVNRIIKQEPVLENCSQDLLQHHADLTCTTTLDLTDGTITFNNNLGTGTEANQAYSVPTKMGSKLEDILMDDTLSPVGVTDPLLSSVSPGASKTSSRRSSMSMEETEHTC
An asterisk follows results filed as active; . = no result given; & = joins results of further samples.

Structure | TEAD-YAP inh | FBW7 activator | GPR151 ag | MITF primary
C=CCN(CC=C)CC(O)Cn1c2c(c3ccccc31)CCN(C)C2=O (configuration not stated) | 5 | -0.1 | 0.3 | -1
C/C(=N\NC(=O)C(N)=O)c1cc(Cl)ccc1Cl | -2 | 0.0 | 1.0 | -3
Cc1cc(NC(=O)c2c(F)cccc2F)sn1 | -12 | -0.1 | -1.4 | -8
Cc1cccc(N(CC(=O)N2CCN(c3ccccc3)CC2)S(=O)(=O)c2ccccc2)c1C | -10 | 0.2 | 1.9 | -2
COC(=O)c1cccc(NC(=O)COc2ccc(Br)cc2C(C)(C)C)c1 | -1 | 0.3 | -2.0 | 11
CN1CCN(C(=O)c2ccc(-c3ccccc3)nc2N2CCOCC2)CC1 | -7 | -0.1 | -0.1 | 13
O=C(Cn1ccc([N+](=O)[O-])n1)Nc1cccnc1 | 3 | 0.0 | -0.2 | 16
CCCNC(=O)CSc1nnc(-c2ccccc2)o1 | -7 | 0.1 | 0.5 | 5
COc1ccc(-n2nc3c(c2NC(=O)Cc2ccc(OC)c(OC)c2)CS(=O)(=O)C3)cc1 | 5 | 0.0 | -0.4 | 5
O=S(=O)(NCCSCc1ccccc1)c1ccc(Cl)cc1 | 2 | 0.6 | -1.1 | 1
COc1cccc(NC(=O)N2CCc3nc(N4CCOCC4)[nH]c(=O)c3C2)c1 | -3 | 1.4 | -1.6 | 6
CCc1ccc(OCC(=O)Nc2cc(OC)cc(OC)c2)cc1 | -2 | 0.1 | 0.1 | -24

A stretch from the list above, as a working copy:
Structure | TEAD-YAP inh | FBW7 activator | GPR151 ag | MITF primary
CCCNC(=O)CSc1nnc(-c2ccccc2)o1 | -7 | 0.1 | 0.5 | 5
COc1ccc(-n2nc3c(c2NC(=O)Cc2ccc(OC)c(OC)c2)CS(=O)(=O)C3)cc1 | 5 | 0.0 | -0.4 | 5
O=S(=O)(NCCSCc1ccccc1)c1ccc(Cl)cc1 | 2 | 0.6 | -1.1 | 1
COc1cccc(NC(=O)N2CCc3nc(N4CCOCC4)[nH]c(=O)c3C2)c1 | -3 | 1.4 | -1.6 | 6
CCc1ccc(OCC(=O)Nc2cc(OC)cc(OC)c2)cc1 | -2 | 0.1 | 0.1 | -24

Continued.
Structure | TEAD-YAP inh | FBW7 activator | GPR151 ag | MITF primary
COCCNC(=O)Cn1cc(C2C(C#N)=C(N)OC3=C2C(=O)CC(C)(C)C3)c2ccccc21 (configuration not stated) | 9 | 0.6 | -0.5 | 11
COc1ccc(CC(=O)N2CCC(Cn3cnc4cc(C)c(C)cc43)CC2)cc1 | 7 | 0.1 | 3.8 | 11
COc1ccc(NS(=O)(=O)c2cc([N+](=O)[O-])ccc2C)cc1 | 1 | 0.1 | 0.6 | 0
COc1ccc(Br)cc1/C=N/NC(=O)C(C)Nc1ccccc1OC (configuration not stated) | 7 | -0.1 | -0.6 | 21
CCn1c(=O)c2ccccc2n2c(SCC(=O)N3CCc4ccccc4C3)nnc12 | 4 | 0.1 | -0.3 | -5
COc1ccc(CC(=O)NC(C)C(c2cccs2)N2CCN(c3ccc(OC)cc3)CC2)cc1 (configuration not stated) | -2 | 0.6 | -0.9 | 18
O=C(CCc1ccccc1)Nc1cccc2c1C(=O)NC2=O | 4 | 0.3 | 0.3 | 15
CCOC(=O)c1c(NC(=O)CC2SC(=NC)N(C)C2=O)sc(C)c1C (configuration not stated) | 2&-6 | 0.0&0.1 | 1.2&-2.2 | -4&13
Cc1cc(C(=O)N(Cc2ccco2)c2nc3c(F)cccc3s2)n(C)n1 | -27 | -0.2 | -2.2 | 2
CCCc1cc(=O)oc2cc(OC(C)=O)cc(OC(C)=O)c12 | 3 | 0.0 | 0.4 | 1
CCOc1ccc(NC(=O)C2C3C=CC4(O3)C2C(=O)N(C2CCCCC2)C4C(=O)NC2CCCCC2C)cc1 (configuration not stated) | 3 | 0.3 | 0.4 | 3
Cc1ccc(NC(=O)CCNc2c(N3CCCC3)c(=O)c2=O)c(Cl)c1 | 7 | -0.1 | 0.2 | -10
CCOCCCNC(=O)c1ccc2c(c1)ncn2-c1ccc(C)cc1C | -2 | 0.0 | 0.9 | -9
COc1ccccc1/C=C/C=C1\N=C(c2ccc(C)c([N+](=O)[O-])c2)OC1=O | -3 | 0.2 | -0.7 | 8
C#CCNC(=O)c1cc2cnccc2nc1C | -2 | 0.1 | -1.1 | 11
COc1ccc(-c2nc(NC(C)=O)c3c(=O)oc4ccccc4c3n2)cc1OC | -11 | -0.4 | -0.2 | -9
CCc1ccc(OCc2ccc(C(=O)OC)o2)cc1 | -83 | 0.5 | -4.9 | 8
COc1ccc(NC(=S)N(CCN(C)C)Cc2cccs2)cc1 | -11 | 0.0 | 0.0 | -12
O=C(NCCCN1CCOCC1)c1ccc(N2CCCC2)c([N+](=O)[O-])c1 | 3 | 0.0 | 1.6 | 7
O=C(Nc1nccs1)c1cccc(N2C(=O)c3cccc([N+](=O)[O-])c3C2=O)c1 | -29 | 0.0 | 0.4 | 13
O=C(Nc1nc2ccccc2n1Cc1ccccc1)c1ccco1 | 13 | -0.1 | 1.1 | -4
CCOC(=O)CSc1nc(C)nc2c1c(=O)n(C)c(=O)n2C | -2 | 0.0 | 4.5 | 0
CCCCC(=O)Nc1ccc(-c2nc3cc(Cl)ccc3o2)c(O)c1 | -5 | -0.3 | 0.3 | -3
C#CCOc1ccc(-c2nc3cnccn3c2NCC2CCCO2)cc1OC (configuration not stated) | -13 | 0.0 | 0.8 | 12
CCOC(=O)c1sc(N=NC(C#N)C#N)c(C(=O)OCC)c1C | 5 | 0.9 | -0.7 | 12
CC1NC(=O)N(C)[C@H]2NC(=O)N(C)C(c3ccc([N+](=O)[O-])cc3)[C@@H]12 (some centres not stated) | 1 | -0.2 | -1.0 | -7
CCc1ccc(N(CC(=O)NCc2ccccc2OC)S(C)(=O)=O)cc1 | -39 | 0.2 | 0.2 | 12
CCOC(=O)c1c(NC(=O)CN2C(=O)C3CC=C(Cl)CC3C2=O)sc2c1CCCCC2 (configuration not stated) | 11 | 0.2 | -2.1 | 7
O=C(O)CN1C(=O)/C(=C/N2CCc3ccccc32)SC1=S | 4 | 0.8 | -5.6 | -12
O=C1CC(c2ccccc2)CC2=C1C(c1cccc(Oc3ccccc3)c1)Nc1ccccc1N2 (configuration not stated) | -5 | 0.1 | 2.1 | 7
CC1CCCCN1CCCn1cnc2c([nH]c3ccc(Cl)cc32)c1=O (configuration not stated) | 5 | 0.7 | -0.3 | 6
COCCN(C(=S)Nc1ccccc1C)C1CCN(C(C)=O)CC1 | 9 | 0.5 | -1.1 | 3
CN1CCN(C(=O)c2ccc(-c3cc(NCCc4ccc(O)cc4)nc(N)n3)cc2)CC1 | -9 | 0.3 | -2.0 | 23
Cc1cc(OCCCNCCN2CCOCC2)ccc1[N+](=O)[O-] | 2 | -0.1 | 0.2 | -7
O=C(COc1ccc(S(=O)(=O)N2CCOCC2)cc1)NC1CCCC1 | 4 | 0.9 | -1.1 | 14
Cc1cc(C)cc(NC(=O)CSc2nn3c(=O)c(C)nnc3s2)c1 | 6 | -1.9 | 1.9 | 20
COC(CNC(=O)CN1CCN(Cc2ccccc2F)C1=O)OC | -4 | 0.0 | -0.1 | -1
Cc1nn(C)cc1-c1nc2cnccn2c1NCCc1ccccc1 | -53 | -0.1 | -0.7 | 6
O=C(NCc1ccco1)c1c(O)c2cccc3c2n(c1=O)CC3 | 2 | -0.1 | -0.8 | 16
COc1ccc(OCCSc2nc3ccccc3n2CCOc2ccccc2)cc1 | -13 | 0.0 | 0.3 | 14
COc1ccc(NC(=O)c2cc3c(CO)cnc(C)c3oc2=Nc2ccc(OC)cc2OC)cc1 | -14 | -0.3 | -1.2 | -6
O=C(Nc1ccc(F)cc1F)C1CCN(C(=O)c2ccc(Br)cc2)CC1 | 5 | 0.1 | 5.5* | 8
CC(C)NC(=O)CCSc1ccc(Cl)cc1 | -7 | -0.2 | -0.1 | -6
CCC(=O)c1cc(C(C)(C)C)c(O)c(C(C)(C)C)c1 | 5 | -0.1 | -1.2 | -39
Cc1nc2cc(NC(=O)N(C)c3ccc4ccccc4c3)ccc2o1 | 0 | -0.6 | 2.1 | 10
CCCCc1nc2c(c3c1C[C@H](C)OC3)CN(C(=O)Cc1cccc(OC)c1)CC2 | . | 0.0 | 0.3 | -5
COc1ccc2nc(N3CCN(C(=O)CS(=O)(=O)c4ccccc4)CC3)sc2c1 | -12 | -0.2 | -1.1 | 0
CCOc1ccc2[nH]c(=O)c(CN(CCOC)C(=O)c3ccccc3)cc2c1 | 8 | 1.8 | -1.3 | 15
OCCC1CN(Cc2cccc(-n3cccn3)c2)CCN1Cc1ccccc1 (configuration not stated) | -6 | 0.0 | -0.7 | -1
Cc1nn(Cc2ccccc2)c(C)c1/C=C/C1=CCN(C)CC1 | 2 | -0.1 | 0.2 | -5
Cc1cccc(-c2nc(Nc3ccc(C(F)(F)F)cc3)c3ccccc3n2)c1 | 7 | -0.1 | 0.0 | 7
C/C(=N/NC(=O)c1ccncc1)c1ccccn1 | -13 | -0.5 | 1.4 | 7
CCOCCCNCc1c(C(=O)O)c(C)n(Cc2cc(C)ccc2C)c1C | 5 | 0.1 | 1.3 | 18
COc1ccc(CN2CCCC(CNC(=O)c3ccc(F)cc3)C2)c(F)c1 (configuration not stated) | 4 | -0.1 | -0.2 | -3
CCSc1nnc(NC(=O)/C=C/c2ccco2)s1 | -20 | 0.0 | -1.8 | -4
NC(=O)/C(=C\c1ccc(Cl)cc1)NC(=O)c1ccccc1I | 2 | -0.1 | 2.3 | -7
CC(C)OC(=O)C(C)Oc1ccc2c(=O)c(-c3ccccc3)coc2c1 (configuration not stated) | -10 | -0.1 | -0.5 | -2
Cn1c(O)c(N=NC(=O)CNC(=O)c2ccc3c(c2)OCO3)c2ccccc21 | -2 | 0.2 | 1.4 | 6
O=C1CCCC2=C1C(c1ccc(F)cc1)Nc1ccc(C(=O)c3ccccc3)cc1N2 (configuration not stated) | 22 | 0.1 | -1.6 | 12
Nc1nc(N2CCN(Cc3ccc4c(c3)OCO4)CC2)nc2c1ncn2CCN1CCCC1=O | -2 | -0.1 | -1.0 | 10

Continuation.
Structure | TEAD-YAP inh | FBW7 activator | GPR151 ag | MITF primary
O=C(Nc1ccc2c(c1)CN(S(=O)(=O)c1ccccc1)CC2)NC1CCCCC1 | 2 | 0.0 | 1.9 | 6
Cc1cccc(-c2nc(CS(=O)CC(=O)NC(C)C)c(C)o2)c1 (configuration not stated) | 7 | -0.1 | 0.8 | 7
COCCCNC(=O)CCCCCn1c(=O)[nH]c2cc(C(=O)OC)ccc2c1=O | 16 | -0.2 | 0.3 | 2
CCCn1c2ccccc2c2nnc(SCC(=O)N(c3ccccc3)c3ccccc3)nc21 | 3 | 0.1 | -0.1 | 9
CC(C)(C)NCc1ccc([N+](=O)[O-])cc1 | -14 | 0.3 | 1.6 | 10
O=C(NCCN1CCOCC1)c1nn2c(C(F)(F)F)cc(-c3ccc(Br)cc3)nc2c1Cl | -3 | 0.0 | 0.2 | -1
Cc1onc(-c2ccccc2Cl)c1C(=O)NCCc1ccc(S(N)(=O)=O)cc1 | 1 | 0.3 | -0.7 | 3
Cc1ccc(Cl)cc1NC(=O)C(=O)N/N=C/c1cccs1 | 0 | 0.7 | 0.2 | -2
O=C(CSC1=Nc2ccccc2C2=NC(Cc3c[nH]c4ccccc34)C(=O)N12)NCc1ccccc1 (configuration not stated) | 4 | 0.3 | 0.6 | 12
Cc1ccc2nc(Nc3nc(C)cc(-c4ccccc4)n3)[nH]c(=O)c2c1 | -19 | -0.1 | 0.3 | 0
CN1CCN(CCNC(=O)c2cccc(-n3ncc4cc(Nc5c(Cl)cccc5Cl)ccc43)c2)CC1 | 5 | -0.1 | 2.5 | -19
CCc1ccc(NC(=O)CSc2nc3ccccc3c(=O)n2CCc2ccc(OC)c(OC)c2)cc1 | -1 | 0.0 | 0.3 | -8
O=C(NCCO)c1cccc(-c2csc3ccccc23)n1 | -16 | -0.1 | 1.7 | -14
CC(C)n1c(Nc2ccc(-n3ccnc3)cc2)nc2c(NCCc3ccc(O)cc3)ncnc21 | 1 | -0.1 | 1.5 | -1
CN1CC(=O)N(CC(=O)N2CCN(C(=O)c3ccco3)CC2)C1=O | 9 | 0.0 | 0.1 | -3
C=C1c2ccc(C)cc2NC(=O)N1c1cccc(Cl)c1 | 2 | 0.2 | 1.1 | 8
COCCNC(=O)/C(C#N)=C/c1cc(C)n(-c2ccc(C(=O)OC)cc2)c1C | -5 | -0.1 | 1.3 | 12
O=C(O)c1cc(O)c2ccccc2c1O | 0 | 0.0 | -0.1 | 20
O=C(NCc1cccs1)NCC1(O)CCCC1 | 1 | -0.1 | 0.2 | 12
O=C1CSc2ccc(C(=O)OCC(=O)Nc3ccc(F)c(F)c3F)cc2N1 | -5 | 0.0 | -1.6 | 7
C/C(=C\C(=O)c1ccc(Br)cc1)NCc1ccc2c(c1)OCO2 | 1 | 0.4 | 0.6 | 14
COc1ccc(NC(=O)c2ccc(Oc3ccc(C(F)(F)F)cc3[N+](=O)[O-])cc2)cc1 | -1 | 0.2 | -0.7 | 5
O=C(/C=C/Nc1ccc(I)cc1)c1ccco1 | 19 | -0.1 | -1.0 | -8
O=C(Cn1nc(-c2ccncc2)oc1=O)N1CCCc2ccccc21 | -8 | -0.2 | 1.5 | 4
CCCCSc1nc(C)nc2c1c(=O)n(C)c(=O)n2C | 5 | 0.5 | -1.3 | 1
COc1cc(C(=O)NCCc2sc(C)nc2C)cc(OC)c1OC | 5 | 0.0 | 0.1 | 3
COc1cccc(C(=O)Nc2ccc(NC(=O)c3ccccc3OC)cn2)c1 | 9 | 0.1 | 0.2 | 0
Cc1cc(C=C2C(=O)N(C)C(=S)N(C)C2=O)c(C)n1-c1ccc(Cl)c(C(=O)O)c1 | 3 | -0.4 | -0.7 | 68*
O=C(CN1C(=O)c2ccccc2S1(=O)=O)c1cccc(S(=O)(=O)N2CCOCC2)c1 | 8 | 0.0 | -0.3 | 23
